D1 antag: human D1 dopamine receptor antagonism. activity change, negative = inhibition, % at 10 µM. AID 504652. P21728. HEK293 TREx D1 cells, calcium flux, dopamine EC80; hits give low values. 360,000 tested, 3.2% active; in the data active = activity change below about -30%; also: % is scaled to controls: 0 for no effect and ±100 for the full control effect
Target sequence (P21728 whole entry, looked up): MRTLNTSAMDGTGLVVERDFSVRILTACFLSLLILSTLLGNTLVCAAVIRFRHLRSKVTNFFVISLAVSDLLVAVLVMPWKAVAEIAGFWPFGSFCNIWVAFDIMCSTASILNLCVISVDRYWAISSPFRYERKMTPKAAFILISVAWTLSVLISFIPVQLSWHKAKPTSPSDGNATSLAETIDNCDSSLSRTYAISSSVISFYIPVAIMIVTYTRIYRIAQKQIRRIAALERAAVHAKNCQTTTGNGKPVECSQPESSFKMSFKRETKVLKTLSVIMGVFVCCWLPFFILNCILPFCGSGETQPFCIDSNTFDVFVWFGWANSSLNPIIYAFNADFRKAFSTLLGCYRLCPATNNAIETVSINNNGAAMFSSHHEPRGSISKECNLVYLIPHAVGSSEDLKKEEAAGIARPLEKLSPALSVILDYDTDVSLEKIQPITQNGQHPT
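Kinetic fluorescence of a calcium dye serves as the read-out. D1-expressing Hek293 Trex cells, induced overnight at 30 C, are exposed to compound for 180 s before an EC80 dopamine addition, then read 180 s further.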
TRHR ag: agonists of human TRH receptor; TRHR cells, calcium flux fluo-8, FDSS agonist mode; activation, % at 2 µM; 360,000 tested, 0.18% active; AID 493084; also: 0% is about no effect
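In this calcium-flux screen, cells bearing human TRHR are dye-loaded with fluo-8, baselined for 10 cycles, then exposed to library compounds; positive kinetic calcium responses during the agonist phase mark hits, with TRH as control.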
D1 ag: activates the human D1 dopamine receptor. P21728. HEK293 T-REx D1 cells, calcium flux, agonist mode. activation, % at 2 µM. 360,000 tested, 1% active. AID 504660; also: 0% is about no effect
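Agonism was scored from calcium flux recorded over 180 s (1 read/s) after pintool compound addition, following a 10-cycle baseline. Cells were inducible force-coupled HEK293 TREx D1, plated overnight at 30 C and loaded with no-wash calcium dye.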
D1 PAM: human D1 dopamine receptor positive modulation | potentiation, % at 10 µM | HEK293 TREx D1 cells, calcium flux, dopamine EC20 potentiation | P21728 | 360,000 tested, 0.036% active; in the data active = potentiation above about 30%; also: 0% is about no effect
D2 PAM: positive allosteric modulators of human D2 dopamine receptor; P14416; HEK293 T-REx D2, calcium flux, EC20 dopamine potentiation; potentiation, % at 10 µM; 340,000 tested, 0.34% active; AID 485347;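 active = potentiation over 3 SD above the plate norm, cut at about 30% in these data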; also: 0% is about no effect
Target sequence (P14416 whole entry, looked up): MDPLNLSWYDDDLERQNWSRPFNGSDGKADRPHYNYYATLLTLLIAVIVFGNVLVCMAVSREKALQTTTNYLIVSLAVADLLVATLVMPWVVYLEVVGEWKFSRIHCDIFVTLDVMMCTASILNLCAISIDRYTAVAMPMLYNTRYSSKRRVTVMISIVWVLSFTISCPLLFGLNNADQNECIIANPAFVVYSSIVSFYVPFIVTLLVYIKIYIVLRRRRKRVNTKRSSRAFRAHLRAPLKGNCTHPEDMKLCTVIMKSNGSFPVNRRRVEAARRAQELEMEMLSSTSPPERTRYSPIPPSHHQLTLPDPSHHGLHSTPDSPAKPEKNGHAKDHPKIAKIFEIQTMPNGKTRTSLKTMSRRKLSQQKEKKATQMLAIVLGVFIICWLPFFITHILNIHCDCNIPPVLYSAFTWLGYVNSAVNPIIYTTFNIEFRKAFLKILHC
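Tetracycline-induced HEK293 T-REx cells force-coupled to calcium signalling expressed D2; compounds were pin-added after a 10 s baseline, read kinetically 180 s, then an EC20 dopamine challenge followed with a further 180 s calcium read.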
TRHR PAM: TRH receptor (human) allosteric enhancement; TRHR cells, fluo-8 calcium fluorescence, EC20 TRH enhancement; 360,000 tested, 0.66% active; enhancement, % at 2 µM; P34981; in the data active = enhancement above about 30%; also: 0% is about no effect
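TRHR-expressing cells loaded with fluo-8 calcium dye were read kinetically (ex 480/em 530) during compound addition, then stimulated with an EC20 of TRH (10 nM final). Enhancement of the Gq-mediated intracellular calcium response was scored.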
RXFP1 antag: blocks the human relaxin receptor RXFP1; Q9HBX9; HEK293-RXFP1, relaxin-stimulated cAMP HTRF, 30 min; hits give low values; activity change, negative = inhibition, % at 57.5 µM; 350,000 tested, 0.59% active;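 active = activity change of -60% or lower, but not beyond a set lower limit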; also: % is scaled to controls: 0 for no effect and ±100 for the full control effect
D2 agonist: agonists of human D2 dopamine receptor. P14416. activation, % at 2 µM. AID 485358. HEK293 T-REx D2 cells, calcium flux agonist mode. 340,000 tested, 0.53% active;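 active = activation over 3 SD above normal in the single-dose calcium agonist read, cut at about 30% in these data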; also: 0% is about no effect
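HEK293 Trex D2 cells, tetracycline-induced, o/n 30 C 5% CO2; no-wash Ca dye, RT 30–90 min; 10-cycle baseline, 23 nl cpd added, kinetic Ca read 180 s; agonist hits = positive Ca response.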
D2 antag: D2 dopamine receptor (human) antagonism. P14416. HEK293 TREx D2 cells, calcium flux, dopamine EC80. inhibition, % at 10 µM. 340,000 tested, 2% active. AID 485344; in the data active = inhibition above about 30%; also: 0% is about no effect
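Tetracycline-induced HEK293 T-REx cells expressing D2 force-coupled to calcium signalling were dye-loaded, exposed to compound for 180 s, then challenged with an EC80 of dopamine; calcium flux was followed kinetically for a further 180 s.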
* = called active by the depositor; / = not tested or not shown; & = joins results of further samples. Rule as the data show it, unless noted: active = activation above about 30%; inactive = the rest.

SMILES	D1 antag	TRHR ag	D1 ag	D1 PAM	D2 PAM	TRHR PAM	RXFP1 antag	D2 agonist	D2 antag
O=C(COc1ccc(Cl)cc1)NCCCNC(=O)c1ccncc1	7	0.6	3	/	-3	1	10	1.2	19
COc1ccc(OCC(=O)Nc2cc(S(=O)(=O)N3CCCC3)ccc2OCC(F)(F)F)cc1	16	0.8	8	1	0	-2	-1	0.6	6
COC(C/C=C/[C@@H](O)COCc1ccccc1)OC	9	0.1	3	5	-4	4	/	-0.4	-8
COc1ccc(NC(=O)C2CCN(C(=O)[C@@H]3Cc4ccccc4CN3C(=O)OC(C)(C)C)CC2)cc1	-11	0.4	0	1	9	2	-24	0.5	-4
CCOC(=O)C1=C(C)N=c2s/c(=C/c3cccc([N+](=O)[O-])c3O)c(=O)n2C1c1cc(OC)c(OC)c(OC)c1 (configuration not stated)	-11	-0.1	20	-8	-2	-4	-9	-0.5	12
CCC(C)[C@H](NS(=O)(=O)c1ccc(C)cc1)C(=O)N1CCC(C(=O)N2CCC(C(=O)OC)CC2)CC1 (some centres not stated)	1	-0.6	2	-5	-8	1	/	1.2	18
Cc1c(CCNC(=O)Cc2ccc(F)cc2)sc2nc(-c3ccc(F)cc3)nn12	/	-0.1	7	-3	-9	-9	-4	1.4	/
COc1ccc(-n2nc(C(=O)NCC(=O)NC(C)C)c3ccccc3c2=O)cc1Cl	0	0.0	1	-6	/	-6	16	/	/
COc1cccc(/C=N/NC(=O)CNC(=O)CCc2ccccc2)c1O	-23	0.2	2	-3	-15	0	-5	0.0	-6
CCOC(=O)C1=C(CNCc2ccc(C)cc2)NC(=O)NC1c1ccc(OC)cc1 (configuration not stated)	-2	-0.6	2	0	-3	2	-12	-0.4	3
O=C(c1ccc(CS(=O)(=O)c2ccc(Br)cc2)o1)N1CCN(C2CCCCC2)CC1	0	0.2	0	/	0	7	/	0.4	-12
Cc1ccc2c(c1)C1CN(C)CCC1N2CC(=O)N(C)c1ccccc1 (configuration not stated)	-5	0.0	3	-3	/	4	6	/	/
CCN(CC)S(=O)(=O)c1ccc(N2CCOCC2)c(NC(=O)c2cc(-c3ccccn3)nc3ccccc23)c1	4	0.5	1	-7	14	-3	15	0.8	0
COc1cc(OC)cc(C(=O)NCC(=O)OCC(=O)/C=C2/N(C)c3ccccc3C2(C)C)c1	8	-2.8	-2	-1	-7	9	-1	1.0	9
O=C(CSc1ncccc1-c1nc2ccccc2[nH]1)N1CCN(c2ccccc2F)CC1	-23	0.6	2	-8	-8	6	-18	1.0	-1
C#CCn1c(=NC(=O)c2ccc(Br)s2)sc2cc(NC(C)=O)ccc21	4	0.3	1	1	8	-3	-23	0.3	7
COc1ccc(CCNS(=O)(=O)c2ccc(Cl)cc2)cc1OC	0	-1.7	4	4	0	-7	0	-0.7	21
O=C(CN1CCC(n2cnc3cc(F)ccc32)CC1)Nc1ccccc1Br	14	0.3	18	-10	6	7	4	1.9	-34
C=CCN(CC=C)C(=S)NC(=O)c1ccc(C)c(Br)c1	9	1.0	6	-5	14	-1	-12	0.7	3
O=C(NCc1csc(-c2cccs2)n1)c1ccccc1	-3	0.2	5	-3	7	-5	-14	0.0	-1

Part of the list above in a different format:
> CCN(CC)S(=O)(=O)c1ccc(N2CCOCC2)c(NC(=O)c2cc(-c3ccccn3)nc3ccccc23)c1
  D1 antag = 4 | TRHR ag = 0.5 | D1 ag = 1 | D1 PAM = -7 | D2 PAM = 14 | TRHR PAM = -3 | RXFP1 antag = 15 | D2 agonist = 0.8 | D2 antag = 0
> COc1ccc(NC(=O)C2CCN(C(=O)[C@@H]3Cc4ccccc4CN3C(=O)OC(C)(C)C)CC2)cc1
  D1 antag = -11 | TRHR ag = 0.4 | D1 ag = 0 | D1 PAM = 1 | D2 PAM = 9 | TRHR PAM = 2 | RXFP1 antag = -24 | D2 agonist = 0.5 | D2 antag = -4
> COc1cc(OC)cc(C(=O)NCC(=O)OCC(=O)/C=C2/N(C)c3ccccc3C2(C)C)c1
  D1 antag = 8 | TRHR ag = -2.8 | D1 ag = -2 | D1 PAM = -1 | D2 PAM = -7 | TRHR PAM = 9 | RXFP1 antag = -1 | D2 agonist = 1.0 | D2 antag = 9
> COc1cccc(/C=N/NC(=O)CNC(=O)CCc2ccccc2)c1O
  D1 antag = -23 | TRHR ag = 0.2 | D1 ag = 2 | D1 PAM = -3 | D2 PAM = -15 | TRHR PAM = 0 | RXFP1 antag = -5 | D2 agonist = 0.0 | D2 antag = -6

(list continues)
SMILES	D1 antag	TRHR ag	D1 ag	D1 PAM	D2 PAM	TRHR PAM	RXFP1 antag	D2 agonist	D2 antag
C#CC(CO)N(CCN(Cc1ccccc1)C(C#C)CO)Cc1ccccc1 (configuration not stated)	-9	0.1	2	2	-1	0	/	-0.2	12
O=C(N/N=C/c1ccccc1)c1ccc(N2CCOCC2)c([N+](=O)[O-])c1	-9	0.1	4	-2	7	23	4	-0.6	14
Cc1cccc(C)c1NC(=O)C1(C)c2cccc[n+]2CC(=O)N1Cc1cccs1 (configuration not stated)	-1	3.4	8	9	3	-5	-2	2.5	0
C#CCSc1nc(-c2ccccc2)c2cc(Cl)ccc2n1	-4	1.0	15	2	-9	0	-13	/	/
Cc1cc(Cl)c(S(=O)(=O)Nc2ccc3c(c2)OCCO3)cc1OCC(N)=O	-35*	0.9	4	-5	-5	-4	7	0.9	3
CSc1ccc(CCNC(=O)CN2C(=O)COc3ccc(S(=O)(=O)N4CCCC4)cc32)cc1	-2	-0.2	4	-4	13	16	/	-1.1	/
CCN(CC)S(=O)(=O)c1ccc(NC(=O)[C@H](CSCc2ccccc2)N2Cc3ccccc3C2=O)cc1	-15	2.0	8	-5	-13	17	-12	-0.8	/
O=C(NCc1ccco1)C1OCCc2ccccc21 (configuration not stated)	-24	0.2	2	-5	9	13	1	0.5	4
CCOc1ccc(-n2c(=O)c3c4c(sc3n(Cc3cccc(C)c3)c2=O)CCCC4)cc1	-7	0.0	3	2	-2	-4	-1	/	/
CC(C)(C)n1nnnc1C(c1ccncc1)N(Cc1ccccc1)Cc1ccco1 (configuration not stated)	0	-0.3	1	0	8	-3	2	0.1	12
Nc1cccc(S(=O)(=O)c2ccc(N)c(N)c2)c1	-8	-2.2	3	-2	/	3	-2	/	/
Cc1c(OC(C)C(=O)NCCN2CCOCC2)ccc2c(-c3ccccc3)cc(=O)oc12 (configuration not stated)	-5	0.0	-1	-4	-13	-1	-7	-0.5	2
CC(C)(C)NC(=O)C(c1ccc(F)cc1)N(Cc1ccccc1Cl)C(=O)c1ccn[nH]1 (configuration not stated)	4	0.4	3	-3	8	4	6	3.1	10
Cc1c(C(=O)N2CCCC2)nnn1-c1nonc1N	-3	-0.2	1	-2	8	2	-5	-3.6	2
COc1cc(NC(=O)c2cc(CC(C)C)on2)c(OC)cc1Cl	-8	0.5	-2	7	-11	4	-18	-0.3	5
COCCN1CCN(C(=O)c2cc(COc3ccc(F)cc3F)on2)CC1	-4	0.1	0	-4	6	-4	-4	/	/
COc1cc(OC)cc(-c2c(-c3ccc(F)cc3)c3cc(Br)ccc3n2C)c1	/	0.5	1	0	-17	1	/	0.9	8
Cc1c([N+](=O)[O-])c(C/C=N/O)nn1C	-11	-1.7	2	0	-2	-4	8	-0.3	-7
CCOc1ccc(NS(=O)(=O)CC23CCC(CC2=O)C3(C)C)cc1 (configuration not stated)	4	0.0	-3	9	0	-3	7	0.4	-9
N#Cc1ccc(C23CC4(C2)[C@H](CN(CC2CCCCC2)[C@@H]4c2ccccc2)C3c2ccc(Cl)nc2)cc1 (some centres not stated)	-8	-0.3	1	0	-5	2	/	-0.5	-1
CCCNC(=O)Cc1c(C)oc2ccccc12	7	-1.4	1	-9	14	1	3	-0.6	2
CC12CN3CC(C)(CN(C1)C3c1c[nH]c3ccccc13)C2=O (configuration not stated)	3	0.7	5	-4	4	-1	-4	0.8	12
O=C(CCSCc1ccccc1Cl)NC1CCCC1	-2	-0.1	1	1	-1	2	-8	-1.2	4
COc1ccc(OCC(O)Cn2ccnc2C)cc1 (configuration not stated)	20	0.7	-1	0	-12	0	-10	0.5	2
CCOC(=O)CCc1c(C)c2ccc3c(c2oc1=O)CN(CCCO)CO3	0	-0.6	4	-2	0	7	13	0.3	8
CC(Oc1ccccc1F)c1nnc(SCC(=O)c2c(N)n(C3CC3)c(=O)[nH]c2=O)o1 (configuration not stated)	-1	-0.1	0	0	-5	2	6	0.3	-6
Cc1cc(C)n2nc(SCc3nnc(SCc4ccccc4Cl)s3)nc2n1	-6	0.0	6	-2	4	11	2	-0.4	-22
CCc1ccc(C(=O)COC(=O)CNC(=O)c2ccc(Br)o2)cc1	2	3.2	2	6	10	4	-11	1.3	-1
CN(C)c1nc2c(c(=O)[nH]c(=O)n2C)n1CCCc1ccccc1	5	-0.2	-4	-3	12	2	-6	0.2	-1
COC(=O)/C=c1/s/c(=C(\C#N)C(=O)NCc2ccco2)n(-c2ccc(C)cc2)c1=O	-19	3.0	1	-4	4	-8	-20	-0.1	-32
Cc1ccccc1-c1nc(CS(=O)(=O)CC(=O)NCCCN2CCN(C)CC2)c(C)o1	22&5	0.1&0.1	3&1	-4&-3	1&-4	5&4	19	0.3&-0.1	2
O=C(CSc1nc2ccccc2o1)N1CCN(c2ccccc2)CC1	-2	-0.5	6	-7	7	10	5	-0.2	7
N=C1/C(=C/c2ccc(OCc3ccccc3F)cc2)C(=O)N=C2SC(CC(=O)N3CCOCC3)=NN12	4	-0.6	5	-1	4	-1	-3	-0.9	-5
CCOc1ccc(N2CC(C(=O)NCCc3c[nH]c4ccc(C)cc34)CC2=O)cc1 (configuration not stated)	-14	-0.3	1	-4	9	0	-11	0.9	-3
CCNC(=O)C1CCN(S(=O)(=O)c2ccc(F)cc2)CC1	-9	0.4	0	2	-1	-1	3	0.2	-4
Nc1[nH]nc2nc(-c3ccccc3)[nH]c(=O)c12	-6	1.2	1	-1	-8	-7	-10	8.4	10
CN(C)S(=O)(=O)c1ccc(Cl)c(NC(=O)CN2CCN(Cc3ccc4c(c3)OCO4)CC2)c1	-58*	-1.9	10	0	-20	-3	0	-1.1	-6
CCOC(=O)C1CCCN(C2CC(=O)N(c3ccc(N4C(=O)CC(N5CCCC(C(=O)OCC)C5)C4=O)cc3)C2=O)C1 (configuration not stated)	/	0.1	-1	-5	/	-3	0	/	/
Cc1ccc(N2C(=O)CN(Cc3ccccc3)C2=S)cc1C	3	-0.6	4	-4	/	-4	-30	/	/
CN1CCN(c2ccc(CNS(=O)(=O)c3ccc(F)cc3Cl)cc2)CC1	-8	1.0	7	-5	-9	1	-2	0.7	2
CC1(C)CC(=O)c2cc(OCC(=O)NCCN3CCCc4ccccc43)ccc2O1	-6	-0.5	2	-1	-20	1	-10	34*	-10
O=C(CCN1CCOCC1)NNC(=O)Nc1cccc(C(F)(F)F)c1	10	0.3	0	5	5	-24	-6	-1.3	7
COc1ccc(-c2csc(NC(=O)Cc3ccccc3F)n2)c(OC)c1	-23	0.3	3	-7	3	-6	-20	0.1	-4
Cc1ccc(-n2nnnc2SCC(=O)Nc2ccc3c(c2)OCCO3)cc1C	-1	0.3	1	-3	9	3	11	1.1	16

Source: PubChem BioAssay
